Pol kappa inh = DNA polymerase kappa (human) inhibition. purified Pol kappa, fluorescent DNA synthesis assay, 10 min. AID 588579. 400,000 tested, 0.53% active. Potency, µM (titrated, usually from 107 µM), inactives show at the highest dose activity, negative = inhibition, usual class: inhibitors; note: % is set by controls: 0 for no effect and ±100 for the full control effect
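Inhibition of 10 nM Pol kappa is measured by a fluorescent read-out at 0 and 10 min following addition of 50 nM substrate (final), with a 15-min room-temperature compound preincubation.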
POLI inh = blocks human DNA polymerase iota activity. AID 588590. 390,000 tested, 1% active. Potency, µM (top dose mostly 115 µM), inactives show at the highest dose activity, negative = inhibition, most hits filed as inhibitors. Pol iota fluorescent replication assay, 10 min
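Pol iota at 10 nM preincubated 15 min with compounds at room temperature; reaction started with fluorescent substrate, 50 nM final. Fluorescence read kinetically at 0 and 10 min; buffer-only wells as negative control.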
BLM inh = blocks DNA unwinding by human BLM helicase; P54132; recombinant BLM DNA unwinding, fluorescence dequenching; Potency, µM (doses to about 56.1 µM), without a hit: at the top dose activity change, negative = inhibition, most hits filed as inhibitors; 350,000 tested, 0.2% active; AID 2528;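 note: plate controls were vehicle for no effect and no enzyme for full effect; nearly all actives have a fitted effect of over 35% in size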
G9a block = G9a (human) methyltransferase inhibition | Potency, µM (top dose mostly 102 µM), for the others: at the highest dose activity, negative = inhibition, most hits filed as inhibitors | G9a H3K9 monomethylation, AlphaScreen, 2 h | Q96KQ7 | 350,000 tested, 8.8% active; note: % is set by controls: 0 for no effect and ±100 for the full control effect; nearly all actives have a fitted effect of over 75% in size
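Readings reflect AlphaScreen signal from monomethyl-H3K9 antibody detection. HMT at 20 nM; substrate b-H3K9 500 nM; cofactor SAM 20 uM; 2 h RT reaction; compounds tested as titrations in qHTS with 15 min preincubation.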
BAZ2B inh = BAZ2B (human) inhibition; Q9UIF8; AlphaScreen BAZ2B-H3K14Ac peptide displacement; Potency, µM (top dose mostly 114 µM), for inactives: top-dose activity change, negative = inhibition, hits mostly inhibitors; 360,000 tested, 4.4% active; note: % is set by controls: 0 for no effect and ±100 for the full control effect; nearly all actives have a fitted effect of over 60% in size
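In this displacement format the biotinylated H3(5-23) peptide acetylated at Lys14 serves as ligand at 50 nM, with BAZ2B at 50 nM in PBS pH 7.4 containing 0.01% Tween-20. Donor and acceptor beads are 10 ug/mL final.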
Pol eta inh = inhibitors of human DNA polymerase eta. recombinant Pol eta, fluorescent DNA replication assay. 390,000 tested, 1.2% active. Potency, µM (titrated, usually from 114 µM), inactives show at the highest dose activity change, negative = inhibition, usual class: inhibitors; note: % is set by controls: 0 for no effect and ±100 for the full control effect
Target sequence (Q9Y253 whole entry, looked up): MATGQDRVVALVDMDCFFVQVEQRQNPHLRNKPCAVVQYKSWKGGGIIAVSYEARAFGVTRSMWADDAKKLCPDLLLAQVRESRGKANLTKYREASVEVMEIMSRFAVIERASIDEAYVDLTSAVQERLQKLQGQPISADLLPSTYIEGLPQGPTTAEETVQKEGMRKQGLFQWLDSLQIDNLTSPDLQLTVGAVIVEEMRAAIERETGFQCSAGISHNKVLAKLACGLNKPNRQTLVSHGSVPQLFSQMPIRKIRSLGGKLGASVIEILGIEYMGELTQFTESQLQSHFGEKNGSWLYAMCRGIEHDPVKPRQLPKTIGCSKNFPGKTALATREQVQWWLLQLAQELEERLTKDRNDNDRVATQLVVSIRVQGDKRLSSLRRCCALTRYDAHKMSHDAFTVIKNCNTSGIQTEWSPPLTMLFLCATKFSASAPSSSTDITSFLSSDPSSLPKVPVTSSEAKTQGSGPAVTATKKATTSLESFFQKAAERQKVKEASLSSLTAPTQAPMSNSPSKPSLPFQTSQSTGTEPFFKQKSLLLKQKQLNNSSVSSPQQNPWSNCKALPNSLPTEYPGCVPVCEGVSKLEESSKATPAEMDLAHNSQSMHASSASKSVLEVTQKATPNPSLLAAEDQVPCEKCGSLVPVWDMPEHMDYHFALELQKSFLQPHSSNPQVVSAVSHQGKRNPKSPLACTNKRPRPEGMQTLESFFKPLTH
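Fluorescent replication assay: 50 nM final substrate added after a 15 min room-temperature compound preincubation with 10 nM enzyme. Signal taken at 0 min and again at 10 min.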
POLB inh = blocks human DNA polymerase beta activity; 340,000 tested, 1.3% active; P06746; Pol beta primer extension/strand displacement, fluorescence kinetic; Potency, µM (highest dose often 114 µM), inactives show at the highest dose activity change, negative = inhibition, usual class: inhibitors; note: % is set by controls: 0 for no effect and ±100 for the full control effect
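Pol beta (10 nM) and compounds were preincubated 15 min at room temperature, then 50 nM substrate (final) started primer extension/strand displacement. Reads were taken at 0 and 10 min; concentration-response data were fitted to a four-parameter Hill equation.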
APE1 inh = blocks human APE1 abasic DNA cleavage; Potency, µM (titrated, usually from 65.8 µM), for inactives: at the top dose activity change, negative = inhibition, most hits filed as inhibitors; P27695; 350,000 tested, 0.35% active; recombinant APE1, TAMRA/BHQ-2 abasic DNA cleavage fluorescence;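 note: plate controls were vehicle for no effect and reference inhibitor for full effect; nearly all actives have a fitted effect of over 55% in size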
Target sequence (P27695 whole entry, looked up): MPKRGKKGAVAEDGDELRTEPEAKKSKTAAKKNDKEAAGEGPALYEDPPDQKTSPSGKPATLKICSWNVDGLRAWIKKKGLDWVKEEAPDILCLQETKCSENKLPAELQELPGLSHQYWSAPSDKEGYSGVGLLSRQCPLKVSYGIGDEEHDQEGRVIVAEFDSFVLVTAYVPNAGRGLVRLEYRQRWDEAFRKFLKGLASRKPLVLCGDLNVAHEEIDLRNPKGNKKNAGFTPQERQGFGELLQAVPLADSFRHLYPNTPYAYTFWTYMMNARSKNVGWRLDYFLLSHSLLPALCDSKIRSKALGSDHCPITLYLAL
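Substrate: short duplex with […] THF abasic site, 5'-TAMRA and 3'-BHQ-2, 50 nM final. APE1 at 0.75 nM, preincubated 15 min RT with compound. Fluorescence increase from first to third read measured activity.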
Anesthetic bind = candidate novel general anesthetic via apoferritin binding; P02791; apoferritin/1-aminoanthracene competitive binding, fluorescence; Potency, µM (series often up to 77.5 µM), for inactives: top-dose activity change, negative = displacement, hits mostly inhibitors; 350,000 tested, 0.074% active; note: % is set by controls: 0 for no effect and ±100 for the full control effect; nearly all actives have a fitted effect of over 20% in size
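Concentration-response curves derived by four-parameter Hill fitting of normalized fluorescence, where compounds displaced 1-AMA from 10 uM horse apoferritin following a brief 10 min room-temperature incubation; propofol titration acted as positive control.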
Starred values were filed as active, the others as inactive; ? = inconclusive; . = not tested or not shown; & = joins results of further samples; [ ] = another dose, or the depositor's remark. Calls come from the whole dose curve; as a rule, active = well fitted curve in the direction sought with a large enough effect; inconclusive = small, poorly fitted or top-dose-only effect, or another doubt; inactive = no such curve, though single readings can be large; an effect the other way counts as inactive or inconclusive. Potency is the fitted concentration of half-maximal effect. An excerpt; the hit share may differ from the screen's.

SMILES | Pol kappa inh | POLI inh | BLM inh | G9a block | BAZ2B inh | Pol eta inh | POLB inh | APE1 inh | Anesthetic bind
CC1CCCC(C)N1/N=C/c1ccc(O)cc1 (stereo unspecified) | -3% | -23% | -2% | 23% | -1% | -11% | 18% | 3% | -21%
CSCCC(NC(=O)C1CCC(C)CC1)C(=O)OCC(=O)c1ccc(Cl)cc1 (stereo unspecified) | -11% | 88%[activator] | -1% | 21%[59 µM] | -2% | 3% | 76% | 1% | -3%
Cc1cccc(Cn2cc(C(=O)Nc3ccc(S(N)(=O)=O)cc3)ccc2=O)c1 | -4%[60.1 µM] | 17% | -2% | 4%[59 µM] | 1% | -16% | 19% | . | -7%
O=c1c2c(-c3ccco3)csc2nc(SCc2cn3cccnc3n2)n1-c1ccccc1 | -23% | ? | -11% | ? | 0% | 11µM* | -1% | -2% | ?
COc1ccc(/C=C/C(=O)Nc2ccc(OC)nc2)cc1 | 12% | 25% | -1% | 21% | -8% | -12% | 84% | 2% | -2%
C/C(=N\NC(=O)c1cccc(S(=O)(=O)Nc2ccccc2Cl)c1)c1ccc(-n2ccnc2)cc1 | ? | 0% | -6% | 9%[12.7 µM] | 5% | -1% | 1% | -4% | ?
CSc1nsc(SC)c1C(=O)N1CCN(S(=O)(=O)c2ccc(C)cc2)C1C(C)C (stereo unspecified) | -6% | -8% | 1% | ? | -7% | -23% | -18% | 11% | -2%
CC(C(=O)NCCN1CCOCC1)(c1ccccc1)c1ccccc1 | -15% | 72%[activator] | 1% | -7% | -16% | -15% | 22% | 2% | -17%
CCn1c(C(=O)O)c(CC(=O)Nc2ccccc2OC)c2ccccc21 | -9% | 16% | -3% | 11% | -14% | -18% | -13% | 0% | -8%
O=C(CC1C(=O)NCCN1Cc1ccoc1)NCCc1ccc(Cl)cc1 (stereo unspecified) | -5% | 10% | 3% | 0% | -16% | 1% | 5% | 7% | -13%
CN1CCN(C(=S)c2ccc(Cl)cc2)CC1 | 2% | -5% | 1% | -9% | 2% | -5% | 8% | 0% | -8%
OC1(c2ccc(F)cc2)CSC(=Nc2cccnc2)N1Cc1ccco1 (stereo unspecified) | 7% | 97%[activator] | -12% | -36% | ? | -13% | 34% | 19% | -20%
COc1ccc(Nc2nnc(-c3ccc(C)c(S(N)(=O)=O)c3)c3ccccc23)cc1 | -27% | -13% | -12% | -55%[59 µM] | -26% | -14% | ? | . | 65%[activator]
CCN(CC)C(=O)[C@H]1C[C@H](CC(=O)NCc2ccc(OC)c(OC)c2)C(=O)N2CCc3c([nH]c4cc(CCC(=O)N(C)C)ccc34)[C@]12C | 10% | 13% | . | . | . | -11% | . | 0% | .
COCCN(CC1CCCN(C2Cc3ccccc3C2)C1)C(=O)CSC (stereo unspecified) | -1% | 5% | -1% | -45% | -20% | -7% | -2% | 39%[activator] | -6%
CC(C)(C)c1ccc(C(=O)NNC(=S)NCc2ccco2)cc1 | -7% | 7% | -10% | ? | -19% | -21% | -9% | 2% | 6%
COc1ccc(NC(=O)c2nc3nc(C)cc(C(F)F)n3n2)cc1OC | -17% | -12% | -3% | 23%[59 µM] | 36%[activator] | -6% | -5% | -5% | 2%
COc1ccc(C(CCN2CCOCC2)c2c(O)cc(OC)cc2OC)cc1 (stereo unspecified) | -6%&-1% | ? | 2%&1% | 23%[12.7 µM] | -1% | -8% | 3% | ? | -4%&-4%
COc1ccc2[nH]c3nc(SCC(=O)NNC(=O)c4ccc(OC)c(OC)c4)nnc3c2c1 | 3% | 0% | -6% | ? | 4%[57.1 µM] | ? | 15% | -3% | -6%
Cc1csc(SCC(=O)NC(=O)Cc2ccccc2)n1 | 3% | 16% | 4% | -14%[59 µM] | 7% | -13% | -1% | 20% | -6%
CCCCN1C(=O)NC(c2ccc(OC)cc2)C(C(=O)OCc2ccccc2)=C1C (stereo unspecified) | -10% | -11% | -4% | ? | -34% | -16% | -3% | 20% | -7%
Cc1ccc2c(Cl)cc(Cl)c(OCC(=O)NC(C)(C)C)c2n1 | -12% | ? | -4% | 21% | -2% | 32%[activator] | 2% | 0% | ?
Cc1nnc(NC2=NCCCCC2)o1 | 4% | -1% | 2% | 11%[2.33 µM] | 0% | 1% | -14% | 3% | -1%
Clc1ccccc1-c1ccc(CN2CCN(c3ccccc3)CC2)o1 | -1% | 2% | -4% | ? | ? | -18% | 6% | -4% | -6%
Cc1ccc(CCNc2nc3c(S(=O)(=O)c4ccccc4)nnn3c3ccsc23)cc1 | -25% | 8% | -9% | -28%[59 µM] | -5% | 2% | 1% | . | -13%

Shown as a hit in Pol eta inh, of those listed so far:
Molecule | Pol kappa inh | POLI inh | BLM inh | G9a block | BAZ2B inh | Pol eta inh | POLB inh | APE1 inh
O=c1c2c(-c3ccco3)csc2nc(SCc2cn3cccnc3n2)n1-c1ccccc1 | -23% | ? | -11% | ? | 0% | 11µM* | -1% | -2%

Continued.
SMILES | Pol kappa inh | POLI inh | BLM inh | G9a block | BAZ2B inh | Pol eta inh | POLB inh | APE1 inh | Anesthetic bind
O=C(CSc1nnc(C2CCCCC2)o1)Nc1ccccc1Cl | -13% | 109%[activator] | -4% | 2% | 10% | -12% | 6% | -3% | ?
O=C(NC1CC(=O)N(c2ccc(Cl)cc2)C1)c1ccc2c(c1)OCO2 (stereo unspecified) | -8%[60.1 µM] | 3% | 1% | 10%[59 µM] | 0% | 4% | -2% | . | -9%
CC1CCN(CCCCOc2cccc(Br)c2)CC1 | -1% | 7% | 3% | 8.9µM* | ? | -12% | 9% | 1% | -2%
CC1CCCN(c2nc3c(c(=O)[nH]c(=O)n3C)n2CCSc2nc3ccccc3o2)C1 (stereo unspecified) | 10% | 7% | 3% | -20% | 29% | -11% | -5% | 0% | -9%
COc1cc([C@@H]2OC[C@@H]3[C@H]2CO[C@@H]3c2ccc3c(c2)OCO3)ccc1O | -5% | -1% | . | . | . | -9% | . | -4% | .
Cc1ccc(NC(=O)CSCC(=O)OC(C)C(=O)Nc2ccc(S(N)(=O)=O)cc2)c(C)c1 (stereo unspecified) | -4% | 18% | . | -36% | -7% | -8% | . | -1% | .
CC[C@]12C(=O)N(C)C[C@H]([C@@H]3C(=O)N(C)C(=O)[C@@H]31)N2C(=O)c1ccc(C(F)(F)F)cc1 | 9% | 23% | . | . | . | -14% | . | 22% | .
O=C(c1ccc2c3c(cccc13)CC2)N1CCOCC1 | -4% | 12% | -12% | ? | -25% | ? | 18% | -4% | -17%
Cc1ccc(CS(=O)(=O)CCC(=O)NCCC(C)C)cc1 | -10% | 1% | 0% | -7%[59 µM] | 2% | -10% | ? | -3% | -10%
CC(C)=CC(=O)Nc1ccc(Cl)cc1 | -2%[60.1 µM] | 1% | -2% | 25% | -36% | 6% | -8% | 4% | -14%
S=C(Nc1ccc(Cl)c(Cl)c1)N1CCCC1 | 2% | 38%[activator] | -4% | 19% | 3% | -8% | -13% | 57% | -2%
CN1CCN(S(=O)(=O)c2ccc(NS(=O)(=O)c3ccccc3)cc2)CC1 | 0% | 9% | 0% | . | -12% | -5% | 34% | 16% | -1%
N#C/C(=C\c1ccc(-c2ccc(F)cc2)o1)C(=O)Nc1nc(-c2cccs2)cs1 | -3% | -8% | -13% | -5%[59 µM] | 62%[activator] | ? | 7% | 6% | -3%
CCOc1ccc(OCC)c(Nc2nc3ccc(Cl)cc3n3cnnc23)c1 | -5% | 24% | -2% | 14%[59 µM] | -2% | . | 2% | . | -1%
COc1cc(/C=N/O)cc(Cl)c1OC | -20% | 22% | -5% | -4%[59 µM] | 2% | -18% | -2% | -6% | -18%
COC(=O)Cn1cnc2c(nnn2-c2ccc(C)cc2)c1=O | -5% | 26% | 1% | 8%[59 µM] | -1% | -19% | ? | -9% | 24%
CC(C)(/C=N/O)N(O)C=C1C=CC(=O)C=C1 | -6% | 7% | 0% | . | -5% | -34% | 0% | -9% | 6%
COc1ccc(OCc2cc(C(=O)N(C)Cc3cc(C4CC4)n[nH]3)no2)c(Cl)c1 | 11% | 0% | -5% | . | -30% | -17% | 7% | -17% | -29%
Cc1ccc2cc(/C=N/NC(=O)[C@H]3C[C@@H]3c3ccccc3)c(Cl)nc2c1 | -3% | 31% | -2% | 16%[59 µM] | -2% | -18% | -21% | 2% | -14%
COc1ccc(N2C3=C(C(=O)CC(C)(C)C3)C(c3ccccc3OC)C3=C2CC(C)(C)CC3=O)cc1 | 3% | 11% | -5% | -9%[12.7 µM] | -3% | -21% | 34% | 20% | 39%[activator]
CC(=O)Oc1ccc(C(=O)[C@H]2[C@H]3C(=O)N(c4cccc5ccccc45)C(=O)[C@H]3[C@@H]3C=CC=NN32)cc1 | ? | -7% | -11% | ? | ? | ? | 46% | -12% | -8%
Cc1c(Cl)cccc1NC(=O)COC(=O)C12CC3CC(CC(O)(C3)C1)C2 | -16% | -6% | . | ? | -3% | -2% | . | -6% | .
O=C(N/C(=C/c1ccc(F)cc1)C(=O)N1CCCCC1)c1ccco1 | -8% | 38%[activator] | 0% | 40% | -16% | -20% | 44% | 27% | -5%
COC(=O)[C@H]1CN(C(=O)c2ccccc2)C(=O)N1 | 4% | 8% | -2% | . | -7%[57.1 µM] | -9% | -1% | 4% | -7%
CCCCn1c(N)c(N(CC)C(=O)/C=C/c2ccco2)c(=O)[nH]c1=O | -12% | 8% | -3% | -7%[59 µM] | -6% | 4% | 9% | 3% | -5%
CCN(CC)c1ncnnc1-c1ccccc1 | -4% | -6% | 0% | 15%[59 µM] | 9% | -13% | 29% | 0% | 0%
CC1CN(S(=O)(=O)c2ccccc2)C(C)CN1S(=O)(=O)c1ccccc1 (stereo unspecified) | -17% | 48%[activator] | 4% | 10%[59 µM] | 1% | 8% | -2% | 1% | -3%

Whole records, quoted from the list.
Listed for CC[C@]12C(=O)N(C)C[C@H]([C@@H]3C(=O)N(C)C(=O)[C@@H]31)N2C(=O)c1ccc(C(F)(F)F)cc1 : Pol kappa inh = 9%; POLI inh = 23%; BLM inh = .; G9a block = .; BAZ2B inh = .; Pol eta inh = -14%; POLB inh = .; APE1 inh = 22%; Anesthetic bind = .
Listed for CSc1nsc(SC)c1C(=O)N1CCN(S(=O)(=O)c2ccc(C)cc2)C1C(C)C (stereo unspecified) : Pol kappa inh = -6%; POLI inh = -8%; BLM inh = 1%; G9a block = ?; BAZ2B inh = -7%; Pol eta inh = -23%; POLB inh = -18%; APE1 inh = 11%; Anesthetic bind = -2%
